# APEX1 inh – qHTS Assay for Inhibitors of the Human Apurinic/apyrimidinic Endonuclease 1 (APE1). DNA repair nuclease/redox regulator APEX1 (Homo sapiens), P27695. recombinant APE1, TAMRA/BHQ-2 abasic DNA cleavage fluorescence. Potency, µM (titrated, usually from 65.8 µM), without a hit: top-dose activity change, negative = inhibition, most hits filed as inhibitors. 350,000 compounds, 0.35% hits;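 further: potency means the concentration at half of the fitted maximal effect; plate controls were vehicle for no effect and reference inhibitor for full effect; nearly all actives have a fitted effect of over 55% in size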
#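 0.75 nM APE1 + cpd, 15 min RT; start w/ 50 nM TAMRA/BHQ-2 THF-abasic dsDNA; kinetic fluor 525/598 nm ×3 reads @60 s; Δ(read3−read1); normalized to DMSO and NSC13755 control wells.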
# Glioma ERSR ind – qHTS for Inducers of the Endoplasmic Reticulum Stress Response (ERSR) in Human Glioma: qHTS. U87-MG GRP78 promoter luciferase reporter, 16 h. Potency, µM, inactives show at the top dose activation, most hits filed as activators. 420,000 compounds, 0.02% hits. AID 602332, 2012; further: potency means the concentration at half of the fitted maximal effect; series mostly up to about 76 µM; % of control where 0% means no effect; nearly all actives have a fitted effect of over 35% in size
#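 Stably transfected U87-MG human glioma cells carrying a GRP78-based luminescent sensor were seeded at 1000 cells/well, pin-dosed with compounds and incubated 16 h. Luciferase reagent was then added, and end-point luminescence was read after 10 min at room temperature.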
# Pol kappa inh – qHTS for Inhibitors of Polymerase Kappa; 400,000 compounds, 0.53% hits; purified Pol kappa, fluorescent DNA synthesis assay, 10 min; DNA polymerase kappa (Homo sapiens), Q9UBT6; AID 588579, 2011; Potency, µM (top dose mostly 107 µM), for the others: top-dose activity, negative = inhibition, most hits filed as inhibitors; further: potency means the concentration at half of the fitted maximal effect; on the % scale 0 is the no-effect control and ±100 the full control effect
# Target sequence (Q9UBT6 whole entry, looked up): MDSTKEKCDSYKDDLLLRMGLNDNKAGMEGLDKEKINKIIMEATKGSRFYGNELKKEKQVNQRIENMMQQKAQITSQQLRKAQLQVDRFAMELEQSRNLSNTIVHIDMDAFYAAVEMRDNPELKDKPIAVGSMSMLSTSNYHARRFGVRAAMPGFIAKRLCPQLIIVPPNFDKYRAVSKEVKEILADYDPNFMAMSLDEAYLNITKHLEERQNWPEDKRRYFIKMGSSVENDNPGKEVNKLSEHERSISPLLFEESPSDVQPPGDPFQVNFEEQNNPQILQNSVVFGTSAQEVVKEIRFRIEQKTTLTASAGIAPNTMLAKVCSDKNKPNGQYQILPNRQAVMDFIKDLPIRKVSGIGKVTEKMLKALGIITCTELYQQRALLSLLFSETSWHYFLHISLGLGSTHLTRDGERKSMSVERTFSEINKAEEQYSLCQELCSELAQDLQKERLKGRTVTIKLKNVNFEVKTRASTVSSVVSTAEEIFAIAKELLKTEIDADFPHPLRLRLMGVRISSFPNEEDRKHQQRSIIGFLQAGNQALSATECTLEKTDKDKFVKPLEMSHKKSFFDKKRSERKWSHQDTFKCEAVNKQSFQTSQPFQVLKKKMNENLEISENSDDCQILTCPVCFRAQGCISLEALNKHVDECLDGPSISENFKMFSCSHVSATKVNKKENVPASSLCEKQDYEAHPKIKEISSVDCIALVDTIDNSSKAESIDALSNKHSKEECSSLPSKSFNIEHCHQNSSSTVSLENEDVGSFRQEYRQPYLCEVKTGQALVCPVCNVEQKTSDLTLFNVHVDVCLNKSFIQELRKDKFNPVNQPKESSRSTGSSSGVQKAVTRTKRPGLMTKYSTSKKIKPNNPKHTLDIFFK
#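 10 nM Pol kappa was preincubated with compounds for 15 min at room temperature. Reaction started with 50 nM (final) substrate. Fluorescence read kinetically at 0 and 10 min.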
# POLB inh – qHTS Assay for Inhibitors of DNA Polymerase Beta | Pol beta primer extension/strand displacement, fluorescence kinetic | P06746 | Potency, µM (doses to about 114 µM), for the others: top-dose activity change, negative = inhibition, most hits filed as inhibitors | AID 485314, 2010 | 340,000 compounds, 1.3% hits; further: potency means the concentration at half of the fitted maximal effect; on the % scale 0 is the no-effect control and ±100 the full control effect
#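 10 nM enzyme + cpd, 15 min RT; start with substrate 50 nM final; read 0 min and after 10 min RT. Corrected, normalized data; 4-parameter Hill curve fit.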
# BLM helicase inh – qHTS Assay for Inhibitors of Bloom's syndrome helicase (BLM); RecQ-like DNA helicase BLM (Homo sapiens), P54132; recombinant BLM DNA unwinding, fluorescence dequenching; Potency, µM (titrated, usually from 56.1 µM), inactives show at the top dose activity change, negative = inhibition, actives largely listed as inhibitors; 350,000 compounds, 0.2% hits;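 further: potency means the concentration at half of the fitted maximal effect; plate controls were vehicle for no effect and no enzyme for full effect; nearly all actives have a fitted effect of over 35% in size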
# POLH inh – qHTS for Inhibitors of Polymerase Eta; recombinant Pol eta, fluorescent DNA replication assay; Potency, µM (series often up to 114 µM), for the others: at the top dose activity change, negative = inhibition, most hits filed as inhibitors; 390,000 compounds, 1.2% hits; further: potency means the concentration at half of the fitted maximal effect; on the % scale 0 is the no-effect control and ±100 the full control effect
#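 Pol eta (10 nM) was preincubated with compounds for 15 min at room temperature, after which fluorescent replication substrate (50 nM final) was added to start the reaction. Fluorescence was read kinetically at 0 and 10 min.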
# LDHA inh – qHTS assay for inhibitors of human lactate dehydrogenase; 480,000 compounds, 0.15% hits; L-lactate dehydrogenase A chain (Homo sapiens), P00338; purified LDHA, NADH/diaphorase-resazurin fluorescence; stronger effect = lower value; activity change, % (values are at about 110 or 230 µM); AID 1347041, 2019; in the data active means activity change below about -30%; inconclusive means mostly about -25% to -30%;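 further: plate controls were DMSO wells for no effect and wells without enzyme for full effect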
#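 LDH5 2 nM; NADH 0.06 mM, pyruvate 0.2 mM; 200 mM Tris pH 7.4, EDTA, Tween-20; 5 min RT. Detection: diaphorase 0.133 mg/mL + resazurin 37 µM, fluorescence ex540/em590 at 0 and 20 min; normalized to enzyme-free and DMSO wells.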
# POLI inh – qHTS for Inhibitors of Polymerase Iota | DNA polymerase iota (Homo sapiens), Q9UNA4 | Potency, µM (highest dose often 115 µM), for inactives: at the top dose activity, negative = inhibition, usual class: inhibitors | AID 588590, 2011 | 390,000 compounds, 1% hits | Pol iota fluorescent replication assay, 10 min; further: potency means the concentration at half of the fitted maximal effect
#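 Pol iota at 10 nM preincubated 15 min with compounds at room temperature; reaction started with fluorescent substrate, 50 nM final. Fluorescence read kinetically at 0 and 10 min; buffer-only wells as negative control.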
# Anesthetic bind – qHTS Assay for Identification of Novel General Anesthetics. Ferritin light chain (Equus caballus), P02791. apoferritin/1-aminoanthracene competitive binding, fluorescence. Potency, µM (doses to about 77.5 µM), for inactives: top-dose activity change, negative = displacement, most hits filed as inhibitors. 350,000 compounds, 0.074% hits. AID 485281, 2010; further: potency means the concentration at half of the fitted maximal effect; on the % scale 0 is the no-effect control and ±100 the full control effect; nearly all actives have a fitted effect of over 20% in size
# Target sequence (P02791 2-175 limits assumed): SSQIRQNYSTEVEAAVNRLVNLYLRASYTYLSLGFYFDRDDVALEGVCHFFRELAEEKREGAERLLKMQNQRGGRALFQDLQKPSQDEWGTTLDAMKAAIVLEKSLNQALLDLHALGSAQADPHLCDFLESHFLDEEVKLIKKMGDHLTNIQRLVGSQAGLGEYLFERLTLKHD
#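 Concentration-response curves derived by four-parameter Hill fitting of normalized fluorescence, where compounds displaced 1-AMA from 10 uM horse apoferritin following a brief 10 min room-temperature incubation; propofol titration acted as positive control.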
# * marks the source's active call; other numbers are inactive results; ? = inconclusive; / = not tested or not shown; & = joins results of further samples; [ ] = remark or other dose. Unless noted, the call rests on the fitted dose curve; in most records, active means well fitted curve in the direction sought with a large enough effect; inconclusive means small, poorly fitted or top-dose-only effect, or another doubt; inactive means no such curve, though single readings can be large; an effect the other way counts as inactive or inconclusive. This is a subset. The share of hits here may be higher or lower than overall.
# Every second line gives: POLB inh	Pol kappa inh	LDHA inh	BLM helicase inh	APEX1 inh	Anesthetic bind	POLI inh	Glioma ERSR ind	POLH inh
> Cc1nn(C)c(C(=O)NC(=S)Nc2ccccc2O)c1Cl
  2%	-10%	-3	-1%	16%	-14%	17%	?	-3%
> CC1CCN(S(=O)(=O)c2cn(CC(=O)N3CC(C)CC(C)C3)c(=O)c3ccccc23)CC1 (configuration not stated)
  -2%	-7%	-4	2%	9%	-9%	-14%	0%	1%
> COC(=O)c1cc(S(=O)(=O)NCc2ccc(S(N)(=O)=O)cc2)oc1C
  -2%	-4%	-9	-7%	0%	-5%	-16%	-3%	0%
> CC(C)c1ccc(S(=O)(=O)N2CCN(C(=O)[C@@H]3CCCN3C(=O)c3cccs3)CC2)cc1
  /	-6%	-2	/	25%	/	0%	-4%	-17%
> Oc1c(CN2CCOCC2)cc(CN2CCOCC2)c(O)c1CN1CCOCC1
  /	5%	28	/	/	/	?	1%	-11%
> CCOC(=O)CCC(=O)N(CCN(C(=O)CCC(=O)OCC)c1ccccc1)c1ccccc1
  42%	-5%	-7	-1%	3%	-1%	15%	-5%	-16%
> COc1ccccc1OCCNC(=O)C1CCCCC1
  11%	-12%	-4	-5%	0%	-8%	-24%	0%	-12%
> Cc1cc[n+](CC(=O)c2ccc3c(c2)OCCO3)cc1
  -23%	0%	-10	-1%	-2%	-4%	36%[activator]	-1%	5%
> CC1CC(C)CN(C(=O)C2CCCN(S(=O)(=O)c3cnc[nH]3)C2)C1 (configuration not stated)
  15%	3%	-10	-1%	8%	-9%	18%	-1%	-6%
> CCCCNC(=O)N(O)C1N(/N=C/c2ccccc2OC)C(=S)SC1(C)C (configuration not stated)
  12%	4%	-1	-7%	3%	-16%	152%[activator]	-6%	-7%
> CCc1nnc(NC(=O)CSc2nnc3ncccn23)s1
  -2%	-15%	-1	2%	-5%	1%	-2%	-5%	-14%
> O=C(COC(=O)c1ccc(O)cc1O)Nc1ccc2c(c1)OCCO2
  /	5%	-1	/	10%	/	24%	4%	-21%
> Cc1ccc(CSc2nnc(NC(=O)C3=COCCO3)s2)cc1
  /	-2%	-5	/	-9%	/	14%	7%	-3%
> CNC(=O)c1ccsc1NC(=O)c1ccc(S(=O)(=O)N2CCOCC2)cc1
  -1%	2%	-8	3%	3%	-9%	13%	-3%	-13%
> COc1ccc2[nH]cc(CCNc3ncncc3-c3ccccc3OC)c2c1
  /	2%[60.1 µM]	/	0%	-5%	/	/	-3%	/
> Cc1ccc(CC(=O)NCc2nc(-c3ccccc3)no2)cc1
  31%	13%	0	-1%	/	-17%	1%	1%	2%
> O=C(O)c1cccc(NS(=O)(=O)c2ccc(Cl)c(C(=O)O)c2)c1
  -25%	-5%	2	-7%	-1%	-10%	-5%	-3%	15%
> COc1ccc(N2CCN(CC(=O)Nc3c(C)cc(C)cc3C)CC2)cc1
  1%	-19%	3	-1%	-1%	-9%	?	-2%	-11%
> Cc1cc(OCC(=O)N(Cc2ccc(N(C)C)cc2)Cc2ccco2)cc(C)c1Cl
  17%	5%	3	-9%	/	75%[activator]	23%	/	/
> COC(=O)CCCC(=O)N1CCC(CCC(=O)NC2CC2)CC1
  22%	-3%	2	3%	13%	2%	-7%	-1%	-7%
> COc1ccc(N2CC(NC(=O)Cc3cccs3)CC2=O)cc1 (configuration not stated)
  31%	-6%[60.1 µM]	2	-2%	/	1%	33%[activator]	-3%	-12%
> Cc1ccc(CNC(=O)C(=O)NCC2OCCN2S(=O)(=O)c2ccc3c(c2)OCCO3)cc1 (configuration not stated)
  3%	-2%	-1	-1%	-3%	?	-4%	-2%	-12%
> O=C(Nc1ccccc1Cl)C1CCCN(S(=O)(=O)c2cccc3cccnc23)C1 (configuration not stated)
  -1%	-5%	-6	1%	61%[activator]	-14%	-18%	-1%	-20%
> CCCCC(=O)OCc1cn(-c2ccc(Cl)cc2)nn1
  14%	6%	-4	-2%	-5%	?	16%	-2%	0%
> COc1ccc(C(=O)Nc2ccc(S(=O)(=O)Nc3nccc(C)n3)cc2)cc1[N+](=O)[O-]
  5%	-11%	-6	-6%	-13%	-10%	-1%	-5%	-20%
> O=C(NC1CCCCC1)c1ccc(OC2CCN(Cc3ccccn3)CC2)cc1
  36%	-4%	-8	-9%	1%	-8%	23%	0%	-1%
> CCCc1ccc(OCCNC(=O)CC)cc1
  -26%	-11%	-8	-3%	0%	-1%	-5%	2%	0%
> O=c1[nH]c2ccccc2nc1C(Nc1ccccc1)c1ccccc1 (configuration not stated)
  0%	-6%	-13	-7%	-4%	4%	35%	-2%	-4%
> CC(=O)c1c(OC(=O)c2ccccc2)c2ccccc2n1C
  5%	-4%	-4	-4%	-3%	?	-27%	-2%	-3%
> COc1cc2c(cc1OC)C(COc1ccc(F)cc1)NCC2 (configuration not stated)
  18%	-16%	-4	-1%	-2%	-11%	?	-4%	-11%
> CC(=O)Nc1ccc(-c2c(C)cc3oc(=O)cc(-c4ccccc4)c3c2C)cc1
  /	2%	-5	-4%[75.6 µM]	0%&4%	?	46%[activator]	-1%&-3%	-11%
> COc1ccc(CNc2oc(/C=C/c3cc(OC)c(OC)c(OC)c3)nc2C#N)cc1
  4%	-2%	2	-11%	/	754%[activator]	-3%	32µM*	-8%
> O=C(O)c1cccc(CSc2ncccn2)c1
  -17%	0%	-6	1%	-3%	4%	0%	-3%	4%
> Cc1cc(C)cc(NC(=O)N2CCCC2C(=O)Nc2ccc(-n3cnnn3)c(C)c2)c1 (configuration not stated)
  1%	5%	-5	-1%	3%	-22%	-4%	-8%	-13%
> COc1cccc(C(=O)N(Cc2cccc(Cl)c2)Cc2ccco2)c1
  -1%	10%	0	-5%	/	-2%	-29%	/	/
> O=C(CN(C(=O)CCC(=O)Nc1nccs1)c1ccccc1F)NCc1ccc2c(c1)OCO2
  21%	2%	-2	-1%	16%	4%	-9%	-2%	-16%
> CCC(C)(C)C1CCc2[nH]nc(C(=O)N/N=C(\C)c3ccco3)c2C1 (configuration not stated)
  -11%	-1%	-6	-2%	?	?	-1%	0%	-10%
> O=C(c1csnn1)N1CCC2(CC1)CCN(c1cccc(-c3ccccc3)c1)CC2
  /	1%[60.1 µM]	/	-8%	-2%	/	/	-5%	/
> Cc1nnc(SCc2cnc(-c3ccc(C(C)C)cc3)s2)n1C
  -9%	0%	0	2%	-4%	?	4%	1%	-8%
> Cc1c(C)n(C)c2ccc(C(=O)NCCCN3CCCCC3C)cc12 (configuration not stated)
  2%&-1%	0%&-11%	0&-2	-6%&-11%	19%	-7%&4%	-7%&22%	-4%&-3%	-11%&-10%
> CCOc1cc(NC(=O)c2ccccc2OC)c(OCC)cc1NC(=O)c1ccccc1
  39%	-13%	0	-3%	0%	0%	?	-2%	?
> CC(=O)NCCC(=O)Nc1ccc(C)c(F)c1
  10%	-8%	-2	-1%	-7%	2%	2%	0%	0%
> COc1ccc(C2(CNC(=O)c3ccccc3)CCOCC2)cc1
  12%	-9%	-5	-8%	5%	3%	50%[activator]	1%	-10%
> CCOC(=O)N1CCN(C(=O)C2CCN(Cc3cccc(OCc4ccccc4)c3)CC2)CC1
  8%	-4%	-18	5%	17%	-4%	16%	0%	-5%
> Cc1ccc(-c2nc3ccccc3c(=O)n2O)cc1
  0%	0%	-7	-1%	38%	-2%	-1%	3%	-16%
> Cc1ccccc1NS(=O)(=O)c1cc2c(cc1C)N(C)CCO2
  1%	5%	5	0%	29%	-22%	13%	-4%	-7%
> CO[C@]1(NC(=O)Cc2cccs2)C(=O)N2C(C(=O)O)=C(COC(N)=O)CS[C@H]21
  /	-1%[12 µM]	/	-2%[21.4 µM]	2%[21 µM]	4%[29.3 µM]	/	-3%	/
> Cc1ccccc1OC(=O)CSc1nnc(-c2ccc3c(c2)OCO3)o1
  4%	8%	4	-1%	/	-20%	27%	-8%	-19%
> O=C1COc2cccnc2N1
  13%&-9%	3%	-5	2%&-1%	?	-4%&-8%	21%	-4%	-13%
> O=C(/C=C/c1ncc(C(F)(F)F)cc1Cl)OCc1ccccc1
  10%	-1%	6	-2%	19%	8%	-4%	-1%	-10%
> CCC(C(=O)N1CCN(c2ccccc2)CC1)n1nc(C)c2sc3ccccc3c2c1=O (configuration not stated)
  3%	-10%	1	-1%	/	-8%	20%	-1%	-16%
> CCOC(=O)Cn1c(C)nc2c(C(=O)OCC)sc(C)c2c1=O
  32%	-17%	0	2%	14%	-7%	1%	2%	-4%
> CCCCn1cc2c(c1-c1ccccc1Br)c(=O)n(C)c(=O)n2C
  16%	-31%	1	-1%	/	-15%	1%	-2%	-11%
> CCOC(=O)C1CCCN(S(=O)(=O)c2ccc3c4c2CC(=O)N4CC(C)S3)C1 (configuration not stated)
  -12%	-12%	10	-1%	4%	4%	42%[activator]	-2%	-6%
> COc1ccc(C(=O)OCC(=O)Nc2ccc3c(c2)OCCO3)c(OC)c1
  /	4%	0	/	0%	/	12%	-5%	-1%
> COc1cccc(OC)c1C(=O)N1CCN(Cc2ccc3c(c2)OCO3)CC1
  6%	-6%	-10	-2%	-2%	-16%	24%	-5%	0%

# Screens as filed in PubChem BioAssay.
